# Screens from PubChem BioAssay.
# Yfh1-off respiration: mitochondrial function rescue without frataxin homolog – Friedreich's ataxia, plus single-dose screen, dose response (AID 1465); fold induction at 50 µM, or EC50 in µM where a hit was titrated; 220,000 compounds, 0.074% hits; S. cerevisiae Yfh1-off respiration, WST-1 reduction, 72 h; higher fold induction means a stronger effect;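 active = fold induction of absorbance versus untreated yeast above a set limit, then at least 30% activation at any dose in follow-up; inconclusive = repeats straddling the limit, or above it without dose testing; inactive = fold induction below the set limit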;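 also: activators that raise dye reduction in frataxin-depleted yeast; strong numbers were not always called active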
# P. falciparum M17LAP: P. falciparum M17LAP inhibitors, primary screen, biochemical, fluorogenic H-Leu-NHMec substrate, 1536-well (AID 1619). recombinant M17LAP, H-Leu-NHMec fluorogenic kinetic assay; higher % means a stronger effect. inhibition, % at 30 µM; hits with a dose series show IC50 in µM. 220,000 compounds, 0.38% hits;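 active = compound inhibiting the enzyme by more than half at any dose during confirmatory dose-response retesting; inconclusive = strong single-dose inhibitors picked by rank but not retested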;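 also: plate controls were full reaction with DMSO carrier for no effect and no enzyme background for full effect; strong numbers were not always called active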
# Autophagy mod: alters autophagy in cells; 190,000 compounds, 0.98% hits; MEF GFP-LC3 puncta imaging; test concentration mostly 10 µM; calls only at 10 µM (by protocol);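 active = percentage of spot-positive cells more than 3 SD above its plate mean, without a fluorescence outlier flag or 80% toxicity; inconclusive = no clear call, values can overlap the other calls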;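 also: spot-positive cell cutoff set from DMSO-treated cells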
# Lipid droplet: modulators of hepatic lipid droplet formation. AML12 mouse hepatocytes, oleate lipid droplets, BODIPY imaging. inhibition, % at 6.5 µM. 240,000 compounds, 0.4% hits. AID 1656;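 active = lipid droplet intensity inhibited by at least 50%, with more than 500 cells counted; inconclusive = wells with under 300 cells, treated as cytotoxic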
#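 Assay system: AML12 hepatocytes (mouse); Probe or stimulus: oleic acid at 100 µM to induce lipid droplet formation; Dosing: compound at 6.5 µM only; Schedule: compound with oleate, overnight; Detection: fluorescence imaging, 20x objective, two fields per well; Measure: % inhibition of lipid droplet signal.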
# Dynein transport: dynein cargo transport inhibition; z-score, hits read low; 220,000 compounds, 0.47% hits; 3617.4 mouse cells, GR-EGFP nuclear translocation imaging; test concentration mostly 20 µM; stimulated with dexamethasone, 1 µM; active compounds read low;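 active = plate z-score of nuclear minus cytoplasmic receptor signal below a set negative limit, without overly bright fluorescence or cell loss, cut at about -3.5 in these data, passing the limit was not always enough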;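 also: z-score of nuclear minus cytoplasmic ring GR-EGFP intensity difference per well; some compounds called inactive have numbers as strong as hits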
#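 Buffer or medium: tet-free, stripped-serum medium; Also added: dexamethasone, 1.0 µM final; Technique: high-content fluorescence imaging after fixation; Times: 48 h induction, 1 h compound, 30 min dex at 37 °C; Read-out: per-cell GR-EGFP intensity, nucleus versus surrounding cytoplasmic ring, well-averaged.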
# Insulin prom up: MIN6 insulin promoter up-regulation; MIN6 insulin promoter-GFP reporter, high-content imaging; active compounds read high; z-score at 5 µM; 190,000 compounds, 0.3% hits; AID 1625;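 active = z-score above 3 at 5 µM with at least 500 cells counted in the well; inconclusive = wells under 500 cells, flagged as cytotoxic or low count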
# MT stabilize HCS: microtubule stabilizers in HeLa cells; AID 2205; % tubulin-high responders, % at 10 µM; 200,000 compounds, 0.83% hits; HeLa tubulin immunostaining HCS, 24 h; share of cells brighter than vehicle mean+2SD;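 active = plate Z-score above 3 for both tubulin-high and condensed-nucleus cell shares, with cell loss under 80%, at 10 µM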;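 also: anti alpha tubulin signal scored within the nucleus-defined area of each cell; some results filed as inactive read as strong as hits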
# CSM14.1 death rescue: rescue of cells from ER stress-induced death, primary screen, 384-well, CSM14.1, thapsigargin, ATP luminescence (AID 1222); CSM14.1 thapsigargin-induced death rescue, ATP luminescence; higher % means a stronger effect; cellular ATP content (survival), % at 20 µM; hits with a dose series show EC50 in µM; 190,000 tested, under 10 active;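 active = EC50 below 50 µM in the dose-response confirmation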;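 also: death triggered by thapsigargin at about 15 µM added after 2 h compound pretreatment; cell ATP read after overnight thapsigargin exposure of roughly 18 to 22 hours; normalized against plate controls of thapsigargin alone and 5% DMSO vehicle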
# M1AAP inhibition: P. falciparum M1AAP inhibitors, biochemical, fluorogenic H-Leu-NHMec substrate, 1536-well (AID 1445). recombinant M1AAP, H-Leu-NHMec fluorogenic kinetic assay; higher % means a stronger effect. inhibition, % at 30 µM; hits with a dose series show IC50 in µM. 220,000 compounds, 0.42% hits;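 active = primary inhibition above the hit cutoff, then over 50% inhibition at one or more dose response concentrations, cut at about 23% in these data, passing the limit was not always enough; inconclusive = conflicting primary data, or primary hits not chosen for dose response; inactive = low primary inhibition, or under 50% at every dose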;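 also: plate controls were DMSO full reaction for no effect and no enzyme background for full effect; strong numbers were not always called active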
# Dynein transport cytoplasmic EGFP: further read-out of Dynein transport, marked with its call; z-score; measured here: cytoplasmic GR-EGFP intensity; active compounds read high
# Dynein transport nuclear GR-EGFP: second read-out of Dynein transport, no call of its own (marks repeat the call); z-score; measured here: nuclear GR-EGFP intensity;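 lower value marks the stronger effect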
# Dynein transport cell count: further read-out of Dynein transport, marked with its call; z-score; measured here: cell count per field
# Insulin prom up cell count: further read-out of Insulin prom up, marked with its call; cell count; measured here: cytotoxicity, nuclei count;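 total cells summed across four imaged fields per well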
# Lipid droplet cells 6.5 µM: also measured in Lipid droplet; calls as there; cell count; measured here: cell count, cytotoxicity flag;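 cells counted across two imaged fields per well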
# MT stabilize HCS Hoechst-high %: also measured in MT stabilize HCS; calls as there; % Hoechst-high responders; measured here: nuclear condensation Hoechst responders;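 share of cells brighter than vehicle mean plus two SD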
# MT stabilize HCS cytotoxicity %: also measured in MT stabilize HCS; calls as there; toxicity, %; measured here: cytotoxicity by cell density;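 0% = mean cell density of plate MIN control wells and 100% = no cells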
# Autophagy mod cell loss 18 h: also measured in Autophagy mod; calls as there; toxicity, %; measured here: cell loss, nuclei count;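 cell loss after 18 h compound exposure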
# Active calls of the source: *; i = inactive; ? = inconclusive; . = not tested or not shown.
SMILES,Yfh1-off respiration,P. falciparum M17LAP,Autophagy mod,Autophagy mod cell loss 18 h,Lipid droplet,Lipid droplet cells 6.5 µM,Dynein transport,Dynein transport cytoplasmic EGFP,Dynein transport nuclear GR-EGFP,Dynein transport cell count,Insulin prom up,Insulin prom up cell count,MT stabilize HCS,MT stabilize HCS Hoechst-high %,MT stabilize HCS cytotoxicity %,CSM14.1 death rescue,M1AAP inhibition
CSCCC(NS(=O)(=O)c1ccc2[nH]c(=O)c(=O)[nH]c2c1)C(=O)O (centres undefined),i,6.94µM*,i,-0.2,0.9,670,-0.05,-0.377,-0.117,0.781,0.12,1371,2.1,3.0,3.6,0.4%,-1.6%
N=c1n(CCO)c2ccccc2n1CCOc1ccccc1,i,2.7%,i,14.5,.,.,-0.926,-0.0132,-0.432,0.278,-0.92,1123,3.3,1.5,2.0,-1.8%,0.6%
CCCCN(CCCC)S(=O)(=O)c1ccc(NC(=O)CN2CCOCC2)cc1,i,19.2%,i,-9.5,-1.0,875,-0.089,-0.22,0.143,0.0588,0.85,710,1.9,1.7,5.3,-0.8%,19.1%
C#CCOCCOCCOCCNc1nc(N2CCN(C(=O)[C@H]([C@@H](C)CC)n3cc([C@@H](N)CC(C)C)nn3)CC2)nc(N2CCN(C(=O)[C@H](Cc3ccc(O)cc3)n3cc([C@@H](N)C(C)CC)nn3)CC2)n1 (some centres undefined),i,1.9%,i,-11.4,0.3,656,-0.661,-0.287,-0.0725,0.31,0.4,1432,1.4,1.3,0.9,-1.1%,7.6%
CCCC(=O)Nc1cc2c(cc1C(=O)c1ccccc1)OCCO2,i,-1.1%,i,6.8,.,.,-1.05,0.338,-0.329,0.547,0,1529,2.9,2.7,6.7,-0.4%,5.8%
CCOc1ccccc1-n1nnnc1SCC(=O)OC,i,16.1%,i,-10.3,-10.3,650,-0.121,-0.208,0.012,0.395,.,.,1.8,2.1,6.9,0.0%,2.7%
CC1(C)CC(=O)c2cnn(-c3nc4ccccc4[nH]3)c2C1,i,13.1%,i,9.7,2.6,735,-0.836,-0.223,-0.291,0.231,0.56,1214,6.1,3.2,5.5,-1.9%,-2.2%
CCCc1nc2ccccc2c(C(=O)OCC(=O)Nc2c(C)n(C)n(-c3ccccc3)c2=O)c1CC,i,-5.8%,i,37.5,7.0,500,0.338,-0.209,0.1,-0.206,0.12,1542,4.2,1.4,3.9,2.1%,5.4%
Cc1nc(SCc2ccc(Cl)cc2)ncc1C(=O)O,i,4.6%,i,3.0,1.1,666,0.421,-0.314,0.216,0.555,0.8,1683,2.6,2.9,8.7,-0.3%,1.2%
COc1ccc(NC(=O)c2ccc(COCC(F)(F)C(F)F)cc2)cc1,i,10.9%,i,-2.3,6.7,633,1.47,-0.0618,0.754,-1.07,0.87,1425,1.9,2.8,7.2,-2.6%,4.4%
CCOC(=O)NC(=O)c1cn(CCN(C)C)c(=O)[nH]c1=O,i,6.3%,i,23.0,3.4,630,1.34,-0.264,1.67,-0.598,-0.08,1338,4.4,1.8,2.9,-3.2%,-4.2%
CCOC(=O)c1cc(C#N)c(Nc2ccc(C)cc2)nc1C(F)(F)F,i,-2.4%,.,.,-7.4,719,0.208,-0.289,0.0535,0.649,-0.13,1009,.,.,.,.,3.7%
Cc1cccc(C(=O)NC(NCCc2ccccc2)C(Cl)(Cl)Cl)c1 (centres undefined),i,-7.8%,i,-14.0,.,.,0.179,-0.225,0.716,0.00156,0.33,1552,1.0,1.4,8.6,-2.9%,-20.6%
O=C(NC1CC1)C1=COCCO1,i,-5.8%,i,-13.9,-3.5,785,-0.409,0.0707,0.00651,1.58,0.11,954,2.2,1.0,8.2,-0.5%,8.8%
CCN(CC)c1ccc(/C=N/NC(=O)c2cnccn2)c(O)c1,i,3.4%,.,.,10.0,701,-0.332,-0.262,-0.203,0.461,?,.,.,.,.,.,7.8%
CC(C)OC(=O)c1cccc2c1C(=O)c1ccccc1-2,i,-1.8%,.,.,18.1,785,1.83,-0.257,0.631,-0.338,1.41,1376,.,.,.,.,9.8%
O=C(CSc1ncn[nH]1)NCc1ccc2c(c1)OCO2,i,1.5%,i,5.9,22.1,711,-0.98,-0.348,-0.11,1.53,-0.3,1166,5.5,2.0,10.0,-0.7%,6.4%
NC1=NC[C@@H](Cc2ccc(O)cc2)N1CCc1cc(C(F)(F)F)cc(C(F)(F)F)c1,i,12.6%,.,.,-3.0,716,0.746,-0.738,0.443,-0.282,0.25,761,.,.,.,.,-1.6%
COc1ccc(/C=N/NC(=O)c2nonc2C)cc1,i,16.1%,i,-32.5,15.2,668,0.152,-0.0632,0.421,1.43,-0.1,1836,3.9,2.0,7.9,-2.1%,11.8%
O=Nc1c(O)n(Cc2cccc(C(F)(F)F)c2)c2ccccc12,i,3.1%,i,31.4,-19.5,631,-0.802,-0.271,-0.304,0.474,0.21,1423,1.8,1.2,4.6,-0.6%,4.8%
C=CCn1c(SCC(=O)Nc2cccc(C(=O)OC)c2)nnc1C(C)NC(=O)c1cccs1 (centres undefined),i,25.7%,i,-4.6,-5.2,799,-1.03,-0.196,-0.479,0.741,0.21,1257,3.8,2.1,3.0,0.2%,11.2%
Cc1cc(=O)oc2c(CN(C)Cc3ccccc3)c(O)ccc12,.,i,i,-0.1,16.8,771,-0.0631,-0.274,0.265,0.316,0.1,1298,1.8,2.3,8.5,-1.6%,?
CCOCCCNC(=O)C(c1ccc(OC)cc1)N(Cc1ccc2c(c1)OCO2)C(=O)c1ccccn1 (centres undefined),i,-0.6%,i,-6.9,2.4,694,-0.0628,-0.31,0.525,0.17,1.13,1327,2.3,3.4,8.7,-0.7%,-0.9%
CC(C)(C)NC(=O)C(c1ccco1)N(C(=O)Cn1nnc(-c2ccc(F)cc2)n1)c1ccccc1F (centres undefined),i,-2.4%,i,-0.4,-2.0,680,-0.517,-0.279,-0.334,0.789,0.15,2062,2.8,2.8,8.5,-1.6%,4.2%
CN(C)CCn1nnc2c(=O)oc3ccccc3c21,i,12.6%,i,-0.2,2.9,734,0.515,-0.291,0.367,-0.0232,0.21,1438,1.0,1.6,1.3,1.7%,9.7%
COc1ccc(C(=O)Nc2cc(=O)[nH]c3ncnn23)cc1,i,-4.9%,.,.,0.3,724,-0.544,-0.244,-0.423,1.59,-0.84,1370,.,.,.,.,-0.6%
CCc1ccc(NC(=O)c2cc(Br)ccc2Br)cc1,i,0.2%,i,-7.1,-23.1,696,-0.173,-0.302,0.129,0.343,-0.3,1502,2.4,1.6,3.7,-1.0%,5.2%
COc1cccc(NC(=O)Nc2ccncc2)c1,i,-5.6%,i,15.2,-14.6,680,-0.292,-0.31,-0.249,0.721,-0.45,1425,1.3,1.1,3.1,-0.8%,-12.1%
Cc1cc(/C=N/n2cnnc2)c(C)n1-c1ccc(C(=O)O)cc1,i,6.8%,i,-10.1,.,.,-0.495,0.23,-0.133,0.616,0.31,1065,1.8,1.0,0.3,0.1%,7.9%
O=C(NNC(=S)Nc1ccc(F)cc1)c1cccc([N+](=O)[O-])c1,i,0.6%,.,.,-25.2,733,-0.772,-0.115,-0.317,0.425,0.14,1553,.,.,.,.,0.9%
Cc1nn(C)c(C)c1S(=O)(=O)N1CCc2ccccc21,i,6.0%,i,-5.8,.,.,0.425,-0.134,0.53,-1.07,-0.15,1422,6.2,3.4,10.8,-0.8%,2.5%
Cc1ccc(Cn2nnc3c(=O)n(CC(=O)c4ccccc4)cnc32)cc1,i,-1.8%,i,-6.4,15.7,653,-0.0234,-0.177,0.0224,-0.128,2.2,1793,6.2,2.6,3.2,-2.4%,4.0%
O=C1COCCOCCOCC(=O)NCCN1,i,5.2%,i,0.6,1.7,661,-0.68,-0.327,-0.263,0.771,1.47,1650,2.8,2.5,1.7,1.6%,1.0%
CCOC(=O)C1C(=O)C=C(N2CCOCC2)CC1c1cccc(OC)c1 (centres undefined),i,4.0%,i,26.5,.,.,1.55,-0.174,0.955,-0.686,-0.9,1316,7.5,2.7,17.1,-2.5%,-3.9%
COC(=O)C1=C(C)n2cnnc2NC1c1ccc(Cl)cc1 (centres undefined),i,1.5%,i,5.0,3.9,564,0.444,-0.107,0.434,0.162,-1.02,1684,1.9,2.4,8.6,.,6.1%
COc1ccc(N=c2oc3cc(O)ccc3cc2C(=O)NCC2CCCO2)c(OC)c1 (centres undefined),i,7.4%,i,14.1,.,.,1.33,1.29,0.618,0.614,2.88,1245,7.3,1.9,21.5,-1.2%,11.4%
COc1ccc(NC(=O)Cn2nc(C)c([N+](=O)[O-])c2C)cn1,i,4.0%,i,8.5,1.3,712,0.0534,-0.192,-0.278,0.803,-0.09,1172,2.5,1.4,4.2,-1.0%,-1.6%
COc1ccc2nc(-c3ccccc3)[nH]c2c1,i,-28.0%,i,34.6,-21.1,483,0.486,-0.0879,0.943,-1.79,0.4,1074,4.1,2.5,3.6,.,7.4%
O=C(NC1CCCC1)C(c1ccccc1)N(Cc1ccco1)C(=O)Cc1cccs1 (centres undefined),i,14.2%,i,3.5,-1.8,712,-0.442,-0.0729,0.064,0.101,-0.27,1208,2.2,1.5,7.2,2.5%,-2.4%
